Source: PubChem BioAssay (National Center for Advancing Translational Sciences (NCATS))
KDM5B inhibitor – Primary screen for KDM5B Histone Demethylases FDH-coupled qHTS; 2.6% of 220,000 active; Potency, µM (top dose mostly 57.7 µM), inactives show top-dose activity change, negative = inhibition, usual class: inhibitors; KDM5B demethylase, FDH-coupled NADH fluorescence (FDH is formaldehyde dehydrogenase); AID 1347165, 2019; Lysine-specific demethylase 5B (Homo sapiens), Q9UGL1; active = well fitted inhibition curve with a large enough effect; inconclusive = small, poorly fitted or top-dose-only effect; inactive = no such curve, though single readings can be large or run the other way; note: 0% is about no effect; nearly all actives have a fitted effect of over 70% in size
Target sequence (Q9UGL1 whole entry, looked up): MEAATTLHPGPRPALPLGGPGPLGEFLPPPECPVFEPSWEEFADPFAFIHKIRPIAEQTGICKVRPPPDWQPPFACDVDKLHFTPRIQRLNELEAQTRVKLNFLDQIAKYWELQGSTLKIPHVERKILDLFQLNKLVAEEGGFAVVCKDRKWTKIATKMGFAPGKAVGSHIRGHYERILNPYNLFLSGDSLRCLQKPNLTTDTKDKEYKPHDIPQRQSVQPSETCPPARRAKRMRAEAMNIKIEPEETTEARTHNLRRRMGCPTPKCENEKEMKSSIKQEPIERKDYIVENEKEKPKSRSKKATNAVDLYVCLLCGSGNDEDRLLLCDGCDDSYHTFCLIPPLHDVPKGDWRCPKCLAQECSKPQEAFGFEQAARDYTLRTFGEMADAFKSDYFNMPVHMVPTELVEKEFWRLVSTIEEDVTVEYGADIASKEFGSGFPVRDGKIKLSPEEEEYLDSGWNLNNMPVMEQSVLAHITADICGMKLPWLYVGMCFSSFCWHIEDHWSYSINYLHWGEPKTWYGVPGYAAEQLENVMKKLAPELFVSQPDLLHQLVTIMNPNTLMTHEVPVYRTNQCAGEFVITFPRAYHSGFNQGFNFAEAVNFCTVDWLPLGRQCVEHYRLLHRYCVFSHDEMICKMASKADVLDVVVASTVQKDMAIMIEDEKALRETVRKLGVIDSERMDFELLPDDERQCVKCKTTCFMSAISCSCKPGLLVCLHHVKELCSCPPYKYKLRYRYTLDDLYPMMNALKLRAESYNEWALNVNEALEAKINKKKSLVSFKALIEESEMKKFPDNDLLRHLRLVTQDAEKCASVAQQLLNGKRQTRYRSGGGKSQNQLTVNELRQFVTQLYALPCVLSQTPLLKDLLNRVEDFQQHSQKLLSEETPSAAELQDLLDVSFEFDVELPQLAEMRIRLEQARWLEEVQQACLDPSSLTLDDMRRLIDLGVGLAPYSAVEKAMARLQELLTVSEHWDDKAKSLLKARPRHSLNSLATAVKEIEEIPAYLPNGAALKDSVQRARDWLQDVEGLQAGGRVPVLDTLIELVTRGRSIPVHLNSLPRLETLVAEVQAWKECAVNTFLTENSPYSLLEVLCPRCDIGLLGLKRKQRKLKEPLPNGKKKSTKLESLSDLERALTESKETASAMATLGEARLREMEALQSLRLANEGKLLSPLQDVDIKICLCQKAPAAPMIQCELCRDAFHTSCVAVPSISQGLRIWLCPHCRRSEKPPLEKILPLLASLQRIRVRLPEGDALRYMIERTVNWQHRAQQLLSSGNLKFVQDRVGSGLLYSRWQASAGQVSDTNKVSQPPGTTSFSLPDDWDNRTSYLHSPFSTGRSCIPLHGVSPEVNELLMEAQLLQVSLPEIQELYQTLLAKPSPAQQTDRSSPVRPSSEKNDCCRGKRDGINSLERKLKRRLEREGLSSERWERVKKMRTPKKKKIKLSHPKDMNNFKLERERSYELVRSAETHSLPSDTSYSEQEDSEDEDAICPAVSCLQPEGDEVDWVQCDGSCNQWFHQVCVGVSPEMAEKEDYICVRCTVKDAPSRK
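Here, H3K4me3 peptide (12.5 µM in substrate mix) is demethylated by KDM5BΔAP, 200 nM final, after 10 min compound exposure. Formaldehyde product is coupled through FDH (0.25 U/mL in mix) to NADH fluorescence; 30-min ΔRFU feeds dose-response curves.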
Starred values were filed as active, the others as inactive; i = inactive; ? = inconclusive; & = joins results of further samples; [ ] = another dose, or the depositor's remark. Potency is the fitted concentration of half-maximal effect. Not all compounds are listed, so the mix of outcomes need not match the whole.

Structure	KDM5B inhibitor
COc1ccc(NC(=O)NC[C@H]2O[C@H](Cc3cc(-c4cccc(O)c4)on3)CC[C@@H]2O)cc1	13%
CCCn1nc(C(=O)N(C)Cc2ccc(OCC)cc2)c2ccccc2c1=O	14%
COc1ccc(NC(=O)N2CCN(Cc3ccccc3C)CC2)cc1OC	7%
COc1ccc(-c2c(NC(=O)C(C)C)oc3c(C)cccc3c2=O)cc1	15%
Cc1c(F)cccc1NC(=O)N1CCCC(Cn2cnc3cccnc32)C1 (configuration not stated)	32%[activator]
COc1ccc(NC(=O)N2CCCC(c3nc(C4CCOCC4)no3)C2)cc1 (configuration not stated)	-12%
Cc1ccc(S(=O)(=O)Nc2ccc(C(=O)NCc3ccncc3)cc2)cc1	9%
COc1ccc(CNC(=O)Cn2nc(C)c3sc(C(C)C)nc3c2=O)cc1	14%
Cc1cnc2c(S(=O)(=O)N3CCN(CC(C)C)CC3)cccc2c1	14%
CC(O)CNS(=O)(=O)c1ccc(Oc2ccc(S(=O)(=O)NCC(C)O)cc2)cc1 (configuration not stated)	19%
O=C(CSc1nc2ccccc2o1)Nc1ccccc1Oc1ccccc1	12%
C/C(=N/NC(=O)CN1CCN(S(=O)(=O)c2ccc(C)cc2)CC1)c1ccco1	25%
COc1ccccc1C(=O)N[C@H]1[C@H](O)[C@H](O)C[C@@H]1c1ccc(C(F)(F)F)cc1	-6%[86.2 µM]
O=C(OCC1C(COC(=O)c2ccncc2)C1(Cl)Cl)c1ccncc1 (configuration not stated)	0%
CCc1cccc(C)c1NC(=O)Cn1ccn2nc(-c3ccccc3)c(CO)c2c1=O	?
Cc1noc(C2CCCCN2C(=O)c2ccoc2)n1 (configuration not stated)	-27%
CC(=O)c1cc(-c2ccc(F)cc2)n(CC(=O)NC2CCCCCC2)c1C	0%
Cc1ccc(Nc2cc(Cl)c3nonc3c2[N+](=O)[O-])cc1	-32%
COCCn1cnc2ccc(-c3ccc(F)c(Cl)c3)nc2c1=O	32µM*
O[C@@H]1CN(Cc2cccn2-c2ccccn2)CC[C@H]1c1ccc2c(c1)OCO2	21%
CN(Cc1ccc(C(=O)NC2CC2)cc1)c1nc2ccccc2o1	11%
Cc1cc(C)n(C(C)CC(=O)Nc2cccc(C#N)c2)n1 (configuration not stated)	-4%
COc1ccc(OC)c(NC(=O)Cc2c(C)c3ccc(OC)cc3oc2=O)c1	-3%
COc1ccc(C(=O)NCc2nnc3c(-c4nc(C(C)C)no4)cccn23)cc1F	32µM*
O=C(Cn1cc[n+](CC(=O)c2ccc(Cl)cc2Cl)c1)c1ccc(Cl)cc1Cl	-9%

Arranged by the number under KDM5B inhibitor (rising): some entries from above.
Structure	KDM5B inhibitor
Cc1noc(C2CCCCN2C(=O)c2ccoc2)n1 (configuration not stated)	-27%
O=C(Cn1cc[n+](CC(=O)c2ccc(Cl)cc2Cl)c1)c1ccc(Cl)cc1Cl	-9%
Cc1cnc2c(S(=O)(=O)N3CCN(CC(C)C)CC3)cccc2c1	14%

Next part:
Structure	KDM5B inhibitor
CCOc1cc(S(=O)(=O)NCCO)ccc1Br	9%
CCC(CC)C(=O)Nc1cc(-c2cn3cccnc3n2)ccc1OC	?
COc1ccc(NC(=O)[C@@H]2C[C@@H](c3ccc(F)cc3)N([S+](=O)([O-])c3cccnc3)C2)c(C)c1	-2%
O=C(COC(=O)c1cc(-c2cccs2)nc2ccccc12)c1ccc(Cl)cc1	?
Cn1c(-c2ccccc2)nc2cnccc21	-14%
COCCNC(=O)COC(=O)c1cc(-c2ccc(Cl)s2)nc2ccccc12	?
CN(C)C(=O)c1c(F)cccc1F	12%
CN(C)c1cccc(-c2cnc(Nc3ccc4c(c3)OCCO4)c3c2CCO3)c1	14µM*
CCOC(=O)c1sc(Nc2ccc(C(C)=O)cc2)nc1C(F)(F)F	?
Cc1ccc(CNC(=O)C(=O)Nc2c3c(nn2-c2ccc(F)cc2)CSC3)cc1	-1%
CSc1ccc(/C=N/Nc2ccc(F)cc2F)cc1	?
COc1ccc(-c2cc(=O)c3cc(OC(C)=O)ccc3o2)cc1	i
Cc1nc([C@@H]2CN(C(=O)c3cccs3)C[C@H]2C(N)=O)n[nH]1	-6%
COCC1CN(C2CCC2)CC12CCN(C(=O)c1cnc(C)cn1)CC2 (configuration not stated)	-16%
Cc1ccc2c(c1)C(C)(C)C1(/C=C/c3ccccc3F)NC(=O)CCN21 (configuration not stated)	7%
Cc1cc(=O)oc2cc(OCc3nc(C(C)(C)C)no3)ccc12	?
Cn1c(=O)[nH]c(=O)c2c1nc(N1CCCCC1)n2C/C=N/Nc1ccc(C(=O)O)cc1	13%
CC(=O)N1CCC(N(Cc2ccc(C)o2)C(=O)Nc2ccccc2F)CC1	3%
O=C1NC2(CCCN([S+](=O)([O-])c3cccc(C(F)(F)F)c3)C2)COc2ccccc21 (configuration not stated)	35µM*
CC(C)(C)c1ccc(N2C(=N)SCC2=O)cc1	22%
O=C(c1ccncn1)N1C[C@@H](COCC2CC2)[C@H](c2ccncc2)C1	6%
Cc1c(C)c2c(cc(C)c3c(-c4ccc(Br)cc4)coc32)oc1=O	1%
CCC[N+]1(CC#CCC(c2ccccc2)c2ccccc2)CCCCC1	17%
COC(=O)c1ccc(C(=O)OC(C)C(=O)C23CC4CC(CC(C4)C2)C3)cc1 (configuration not stated)	1%
Cc1ccc(C2(O)CCN(C(=O)c3cccc(-c4ncc[nH]4)c3)CC2)nc1	10%
CCn1cc(CN2CCC(Oc3ccc4ccccc4c3)(C(=O)O)CC2)cn1	13%
CC(C)(C)S(=O)(=O)c1cnc(-c2cnccn2)nc1N	8%
O=C(COC(=O)CSc1ccccc1)NC1CCS(=O)(=O)C1 (configuration not stated)	6%
COCCN1CCC2(CCC1=O)CCN(S(=O)(=O)c1ccc3c(c1)OCCO3)CC2	-2%
Cc1cc(C)cc(COC(=O)c2cnc(C)cn2)c1	19%
Cc1ncc2c(c1CNC(=O)c1cc(F)cc(Cl)c1)CCNC2	?
O=C(Cn1ncc2c3ccccc3n(Cc3cccc(Cl)c3)c2c1=O)NCCCc1ccccc1	3%
CCN(CC)CCNC(=O)c1ccc2c(=O)n3nc(Nc4ccccc4OC)sc3nc2c1	?
COc1ccc(NC(=O)c2ccc(-c3nnc4ccc(NC(=O)C5CCC5)cn34)cc2)cc1	?
COc1ccc2oc(-c3cccc(NC(=O)c4sc5c([N+](=O)[O-])cccc5c4Cl)c3)nc2c1	-19%
O=C(CSc1cccc2cccc(Cl)c12)NCc1cccs1	?
C/C=C/c1ccc(OCC(=O)N2CCN(S(=O)(=O)c3ccc(F)cc3)CC2)c(OC)c1	-18%
O=C(Nc1ccc(-c2nc3ccccc3o2)cc1)c1ccc(F)cc1	-15%
O=c1cc(C2CC(NC3CCC4(CCNCC4)CC3)C2)nc(C2CC2)[nH]1 (configuration not stated)	-32%
O=C1NN(c2cccc(Br)c2)C(=O)/C1=C\c1ccccc1	?
Cc1ccc(NC(=O)C2=C(c3ccccc3)NC(=S)NC2c2ccccc2)cc1 (configuration not stated)	-30%
CCOc1ccc(Nc2nc3ccccc3c(=O)s2)cc1	21%
c1cncc(C2=NOC3(CCN(Cc4c[nH]c5ccccc45)CC3)C2)c1	-1%[149 µM]
COc1cccc([S+](=O)([O-])N2CCCC3(CC(Cc4ccccc4)=NO3)C2)c1 (configuration not stated)	21%
CCn1c(C)cc(/C=C2/SC(=O)N(C(C)C(=O)OC)C2=O)c1C (configuration not stated)	-31%
CN(Cc1ccc(Cl)cc1)C(=O)Cn1nnn(-c2cccs2)c1=O	14%
CCC1=Nc2ccccc2N=C(NC(=O)c2ccc(OC)cc2)C1c1ccc(OC)c(OC)c1 (configuration not stated)	-22%
CCOc1ccc(S(=O)(=O)N2CCN(Cc3ncc(-c4ccc(F)cc4)o3)CC2)cc1	3%
O=C1CC(C(=O)NOCc2ccccc2)c2ccccc2N1 (configuration not stated)	16%
CN(C)S(=O)(=O)c1ccc(-c2csc(N/N=C/c3ccco3)n2)cc1	7%

(listing goes on)
Structure	KDM5B inhibitor
CN(Cc1cnccn1)C(=O)c1cc(CN2CCC(Cc3ccccc3)CC2)on1	-18%
CCOC(=O)C1CCCCN1Cc1cn(C)nc1-c1ccccc1F (configuration not stated)	-18%
Cc1cccn2cc(CSc3nnc4c(Cl)cc(C(F)(F)F)cn34)nc12	-16%
CN(C)c1ccc(CNC(=O)c2ccc3nc(Cc4ccccc4)oc3c2)cc1	?
N#Cc1ccc(COc2ccccc2-c2ccccc2)cc1	3%
CCCNC(=O)N1[C@H](c2ccc(C)s2)[C@@H](C)C(=O)[C@@H](C)[C@@H]1c1ccc(C)s1	0%
COc1cc(OC)cc(C(=O)Nc2ccc3nc(N4CCCC4)sc3c2)c1	-24%
COc1cccc(CN2Cc3cc(NC(=O)c4ccc([N+](=O)[O-])cc4)ccc3OC(C)C2=O)c1OC (configuration not stated)	-2%
CC1(C)C2CCC(C2)C1(C)NC(=O)C[N+](C)(C)C (configuration not stated)	23%
O=C(Nc1c(NCc2ccccc2)c2ccccc2oc1=O)c1ccccc1	15%
Cc1nc2cc(NS(=O)(=O)c3cc(Cl)ccc3Cl)ccc2o1	-1%
COc1ccc(S(=O)(=O)Nc2ccc(Nc3cc(N4CCCC4)nc(C)n3)cc2)cc1C	-6%
Cc1ccc(Cl)cc1Nc1nn2c(=O)c3ccc(C(=O)NCc4cccs4)cc3nc2s1	-25%
O=C(COc1ccc(Br)cc1)NCCCNC(=O)c1cccnc1	4%
COc1ccc(-c2ccc3ccccc3n2)c(OC)c1OC	?
COc1ccc(C)cc1NC(=O)c1cc2c(=O)n3ccccc3nc2n1C	-23%
COC(=O)c1oc(CN2CC(C)OC(C)C2)cc1C (configuration not stated)	0%
Cc1ccc(NC(=O)Cn2c(C)cc(C)c(C#N)c2=O)cc1	-16%
CN1CCN(c2ccc(-c3nccc4c(=O)cc(N(C)c5ccccc5)oc34)cn2)CC1	?
CCOC(=O)CC1(NC(=O)N2CCCC2c2cccs2)CCCCC1 (configuration not stated)	2%
COCCN1C(=O)[C@@H]2C[C@@H](CN2S(C)(=O)=O)Oc2ccccc21	-5%[86.2 µM]
Cc1ccc(O)c(CN2CCCC(c3nc(CC(C)C)no3)C2)c1 (configuration not stated)	32%[activator]
O=C1NCc2ccccc2CC12CCN(CC1=CCCCC1)CC2	13%[149 µM]
CC(C)C(=O)N1Cc2ccccc2CC2(CCCN(Cc3cccnc3)C2)C1 (configuration not stated)	22%[115 µM]
Cc1cc2c(cc1S(=O)(=O)N1CCC(C(=O)N3CCc4ccccc43)CC1)OC(C)C(=O)N2 (configuration not stated)	15%

KDM5B inhibitor, hit marks shown above
Structure	KDM5B inhibitor
COCCn1cnc2ccc(-c3ccc(F)c(Cl)c3)nc2c1=O	32µM*
COc1ccc(C(=O)NCc2nnc3c(-c4nc(C(C)C)no4)cccn23)cc1F	32µM*
CN(C)c1cccc(-c2cnc(Nc3ccc4c(c3)OCCO4)c3c2CCO3)c1	14µM*
O=C1NC2(CCCN([S+](=O)([O-])c3cccc(C(F)(F)F)c3)C2)COc2ccccc21 (configuration not stated)	35µM*

Continued.
Structure	KDM5B inhibitor
CCOC(=O)C1=CN(CC(=O)NCCc2ccc(Cl)cc2)S(=O)(=O)N=C1C	-6%
Cc1cc2nn(-c3ccc(F)cc3)nc2cc1NC(=O)c1cc(Cl)ccc1Cl	-19%
COc1ccc(NC(=O)CCS(=O)(=O)c2ccc3c(c2)OCCO3)cc1Cl	5%
CC(=O)N1CC2(Cc3ccccc31)CN(C(=O)C1CC1)C2	-9%&5%[86.2 µM]
Cc1ccc(CNC(=O)NCCc2ncc(C)n2Cc2ccc(F)cc2)cc1	-5%
Cc1ccc(C2=NC3(CCN(C(=O)c4ccc(F)cc4F)CC3)ON2)cc1	3%
COc1ccc2nc(N(Cc3cccnc3)C(C)=O)sc2c1	7%
O=C(Nc1ccc(-c2nc3ccccc3o2)c(O)c1)c1ccccc1I	-30%
COCC(=O)N1CCc2cn(CC(C)C)c3cccc(c23)C1	?
O=C(COc1ccc(Cl)cc1Cl)OCC(=O)c1ccc(-c2ccccc2)cc1	4%
C[C@@H]1C(=O)O[C@H]2[C@H]1CC[C@@]1(C)Cc3sc(NC(=O)NC4CCCCC4)nc3[C@@H](C)[C@H]21	?
Cc1cc(C(=O)Nc2cc(C(F)(F)F)ccc2N2CCOCC2)no1	-3%
CCOC(=O)C1CCN(C(=O)C2COC3(CCCC(C)C3)N2C(=O)c2ccccc2F)CC1 (configuration not stated)	-13%
COc1ccccc1C(=O)N1CCC(N2CC3CC(C2)[C@H]2CCCC(=O)N2C3)CC1 (some centres not stated)	-14%
CCOc1cccc(C=Nc2cccc3ccccc23)c1	?
Cc1ccccc1CNC(=O)Cc1ccc(NC(=O)N2CCCCc3ccccc32)cc1	-13%
Cn1cc(CN2CCCC2c2ccccn2)c(-c2ccc(Oc3ccccc3)cc2)n1 (configuration not stated)	?
Cc1ccc(CNC(=O)[C@H](Cc2ccccc2)NC(=O)c2cccs2)n1C	?
